RGS4 pot: RGS4 potentiators or activators, primary screen, cell-based, HEK293 M3R inducible RGS4, calcium flux; hit rate 0.92% among 310,000; carbachol calcium flux Fluo4; active compounds read low; B-score at 10 µM;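 active = B-score of the integrated calcium signal more than 4 SD below the library mean, with starting fluorescence not abnormally high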;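 also: negative B-score means reduced calcium response which marks RGS4 activation or potentiation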
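Also added: carbachol at ECmax as muscarinic agonist stimulus; Assay system: HEK293 cells with stable M3R and inducible RGS4; Timing: overnight RGS4 induction, 30 min dye load 37 °C, 20 min compound RT; Measured by: Fluo4-AM (2 µM) calcium-flux fluorescence, kinetic read.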
TRPC4 inh: inhibitors of mouse TRPC4 channel, primary screen, Fluo4 calcium, HEK293 TRPC4beta/mu-opioid cells; Short transient receptor potential channel 4 (Mus musculus), Q9QUQ5; DAMGO-evoked Fluo4 calcium flux; active compounds read low; B-score at 10 µM; hit rate 0.39% among 300,000; AID 2247, 2010;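 active = B-score over 3 SD under the library average, no early fluorescence shift, positive overall ratio signal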
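System: stable TRPC4beta/mu-opioid receptor HEK293 cells; Dosing: single-point compound dosing; Measured by: Fluo4 Ca2+ flux fluorescence; Read-out basis: per-well B score of integrated baseline-normalized Fluo4 ratio.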
SKKanGAS inh: S. pyogenes SKKanGAS growth inhibitors in kanamycin, primary screen, streptokinase expression inhibitor project, SKKanGAS strain, BacTiter-Glo luminescence. hit rate 1.3% among 300,000. inhibition, % at 7.5 µM. 6 h;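 active = mean replicate score, as percent of positive control median, at least 50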;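 also: strain carries kanamycin resistance gene driven by streptokinase promoter and grows in 40 µg/ml kanamycin; loss of luminescence reflects streptokinase promoter inhibition or plain growth inhibition; 0% = median of DMSO wells and 100% = positive control at its reference dose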
Platelet DG rel: inhibitors of platelet dense granule secretion, primary screen, cell-based, MLPCN, human platelets | inhibition, %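 (compounds screened at 7.5 µM in platelet-rich plasma)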 | hit rate 0.22% among 300,000 | human platelet-rich plasma, SFLLRN dense granule ATP release, luminescence;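 active = mean replicate score, as percent of positive control, at or above 50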
TRPC6 inhibitor: mouse TRPC6 channel inhibitors, primary screen, cell-based, HEK293, membrane potential dye; hit rate 1.1% among 310,000; B-score at 10 µM; ACh-evoked depolarization; active compounds read low; AID 2553, 2010;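 active = B-score under library mean minus 3 SD, initial fluorescence not abnormally high, positive integrated signal ratio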;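 also: B-score derived from integrated fluorescence ratio over the kinetic read; more negative B-score means stronger inhibition of depolarization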
Target sequence (Q61143 whole entry, looked up): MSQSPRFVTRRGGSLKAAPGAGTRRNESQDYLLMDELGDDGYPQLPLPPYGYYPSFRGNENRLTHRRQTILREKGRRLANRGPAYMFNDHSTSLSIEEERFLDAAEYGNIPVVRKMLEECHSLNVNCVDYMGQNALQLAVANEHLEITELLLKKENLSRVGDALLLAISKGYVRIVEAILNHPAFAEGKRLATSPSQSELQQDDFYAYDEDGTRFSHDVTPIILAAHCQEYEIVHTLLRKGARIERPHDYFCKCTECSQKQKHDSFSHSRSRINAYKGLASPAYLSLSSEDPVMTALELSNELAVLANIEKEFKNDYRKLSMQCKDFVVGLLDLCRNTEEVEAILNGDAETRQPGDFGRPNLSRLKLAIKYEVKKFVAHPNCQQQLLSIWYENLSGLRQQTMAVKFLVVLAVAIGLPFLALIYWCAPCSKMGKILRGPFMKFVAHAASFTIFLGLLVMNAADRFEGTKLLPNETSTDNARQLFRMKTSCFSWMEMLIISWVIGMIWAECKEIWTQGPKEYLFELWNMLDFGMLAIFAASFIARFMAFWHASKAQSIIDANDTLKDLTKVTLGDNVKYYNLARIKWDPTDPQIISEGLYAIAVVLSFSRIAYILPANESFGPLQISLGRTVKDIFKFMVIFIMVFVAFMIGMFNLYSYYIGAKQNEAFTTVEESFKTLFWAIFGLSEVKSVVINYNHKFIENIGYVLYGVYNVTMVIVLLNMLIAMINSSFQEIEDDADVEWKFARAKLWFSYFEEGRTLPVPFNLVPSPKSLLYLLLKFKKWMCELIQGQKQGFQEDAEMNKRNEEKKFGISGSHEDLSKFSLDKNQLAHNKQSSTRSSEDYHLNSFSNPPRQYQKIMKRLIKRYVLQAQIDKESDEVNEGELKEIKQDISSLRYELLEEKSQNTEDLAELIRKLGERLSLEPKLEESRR
TRPC6 act: mouse TRPC6 channel activators, primary screen, cell-based, HEK293, membrane potential dye | HEK293-TRPC6 membrane potential dye fluorescence; active compounds read high | Short transient receptor potential channel 6 (Mus musculus), Q61143 | B-score at 10 µM | hit rate 0.13% among 310,000 | AID 2550, 2010;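 active = B-score of the integrated fluorescence ratio above library mean plus 3 SD, and starting fluorescence ratio within library mean plus 5 SD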;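 also: higher score means more depolarization so channel activation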
RGS4 inh: RGS4 inhibitors, primary screen, cell-based, HEK293 M3R inducible RGS4, calcium flux. B-score at 10 µM. AID 463165, 2010. Fluo-4 calcium flux; active compounds read high; triggered by carbachol at its EC20. hit rate 0.45% among 310,000. Regulator of G-protein signaling 4 (Homo sapiens), P49798;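 active = B-score, a plate-corrected calcium signal, over three deviations above library mean, with baseline fluorescence within five deviations of library mean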;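 also: RGS4 expression induced by doxycycline in cells with stable M3 receptor; B-score is computed from the integrated fluorescence ratio over baseline after carbachol; higher B-score means a larger calcium signal and so more RGS4 inhibition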
Target sequence (P49798 whole entry, looked up): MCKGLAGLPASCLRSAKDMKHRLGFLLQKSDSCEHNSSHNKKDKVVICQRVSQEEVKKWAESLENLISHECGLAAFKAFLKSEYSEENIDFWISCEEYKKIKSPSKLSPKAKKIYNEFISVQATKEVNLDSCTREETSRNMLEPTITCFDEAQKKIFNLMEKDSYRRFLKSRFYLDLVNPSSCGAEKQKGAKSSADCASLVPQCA
MrgX1 agonist: agonists of human MrgX1 receptor, primary screen, HEK293 cells, Fluo-4 calcium flux | Mas-related G-protein coupled receptor member X1 (Homo sapiens), Q96LB2 | Fluo-4 calcium fluorescence, agonist mode; active compounds read high | B-score at 10 µM | hit rate 0.44% among 310,000 | AID 588627, 2011;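 active = calcium response B-score plate-corrected fluorescence ratio at least 3 library SD, with starting fluorescence B-score inside 5 SD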
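Material: MrgX1-expressing HEK293 cells; input: 15,000 cells per well; doses: test compound given as first of three sequential additions; schedule: overnight plating before 1 h dye loading; technique: Fluo-4 NW calcium-flux fluorescence, kinetic read; evaluation: baseline-normalised fluorescence change ratio, B-scored; control set: plate-wise positive and negative controls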
MrgX1 antagonist: antagonists of human MrgX1 receptor, primary screen, HEK293 cells, Fluo-4 calcium flux; BAM8-22 antagonism; active compounds read low; B-score at 10 µM; hit rate 1.3% among 310,000; AID 588676, 2011;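 active = calcium-response B-score plate-corrected more than 3 library SD below zero, starting fluorescence within 5 deviations, no agonist response on first addition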;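 also: peak minus trough fluorescence over baseline after final BAM8-22 challenge near maximal dose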
HIF act: HIF pathway transcriptional activators, primary screen, cell-based, U2OS HRE-luciferase, luminescence. U2OS HRE-luciferase reporter; normalized: DMSO 0%, desferrioxamine 100%. activation, % at 7.5 µM (by protocol). hit rate 0.32% among 300,000;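 active = mean activation of at least 10% of the iron chelator positive control signal, with at least half of replicates also reaching 10%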
MrgX1 allo act: positive allosteric modulators of MrgX1, primary screen, HEK293 cells, Fluo-4 calcium flux; Mas-related G-protein coupled receptor member X1 (Homo sapiens), Q96LB2; FDSS; active compounds read high; B-score at 10 µM; hit rate 0.63% among 310,000;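 active = plate-corrected calcium response at least 3 library SD above typical, normal starting fluorescence, not activating the receptor alone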;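 also: compound read alongside a low EC10 to EC30 dose of BAM8-22 agonist; peak minus trough fluorescence over baseline measured at the second addition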
The depositor's hits bear a star.

For O=C(NCc1cccnc1)c1cc(S(=O)(=O)N2CCOCC2)c(Cl)cc1Cl the results were RGS4 pot inactive, TRPC4 inh inactive, SKKanGAS inh 1.8, Platelet DG rel 9.2, TRPC6 inhibitor inactive, TRPC6 act inactive, RGS4 inh inactive, MrgX1 agonist inactive, MrgX1 antagonist inactive, HIF act -0.2 and MrgX1 allo act inactive.
COc1ccc(N2C(=O)NC(NC(=O)C(C)(C)C)(C(F)(F)F)C2=O)cc1 (centres undefined) was read as RGS4 pot inactive, TRPC4 inh inactive, SKKanGAS inh -2.6, Platelet DG rel -0.2, TRPC6 inhibitor inactive, TRPC6 act inactive, RGS4 inh inactive, MrgX1 agonist inactive, MrgX1 antagonist inactive, HIF act -0.8 and MrgX1 allo act inactive.
Screening COc1ccc(NS(=O)(=O)c2c(C(=O)N3CCCCCC3)c(C)n(C)c2C)cc1 returned RGS4 pot inactive, TRPC4 inh inactive, SKKanGAS inh -20.5, Platelet DG rel 4.0, TRPC6 inhibitor inactive, TRPC6 act inactive, RGS4 inh inactive, MrgX1 agonist inactive, MrgX1 antagonist inactive, HIF act -1.0 and MrgX1 allo act inactive.
For Cc1noc(C)c1S(=O)(=O)N(C)CC(=O)NCc1ccccc1 the results were RGS4 pot inactive, TRPC4 inh inactive, SKKanGAS inh 0.9, Platelet DG rel -1.0, TRPC6 inhibitor inactive, TRPC6 act inactive, RGS4 inh inactive, MrgX1 agonist inactive, MrgX1 antagonist inactive, HIF act 0.0 and MrgX1 allo act inactive.
Screening CCOC(=O)C(=O)NC(C)c1ccccc1 (centres undefined) returned RGS4 pot inactive, TRPC4 inh inactive, SKKanGAS inh 5.0, Platelet DG rel -0.6, TRPC6 inhibitor inactive, TRPC6 act inactive, RGS4 inh inactive, MrgX1 agonist inactive, MrgX1 antagonist inactive, HIF act 0.2 and MrgX1 allo act inactive.
COc1cccc(-c2nc(Oc3cccc(C)c3C)c3ccccc3n2)c1O was read as RGS4 pot inactive, TRPC4 inh inactive, SKKanGAS inh -2.3, Platelet DG rel -1.3, TRPC6 inhibitor inactive, TRPC6 act inactive, RGS4 inh inactive, MrgX1 agonist inactive, MrgX1 antagonist inactive, HIF act 0.0 and MrgX1 allo act inactive.
CCc1cc2c(=O)c(-c3nc(C)cs3)coc2cc1OC(C)C(=O)NCCO (centres undefined) was read as RGS4 pot inactive, TRPC4 inh inactive, SKKanGAS inh -2.8, Platelet DG rel -3.3, TRPC6 inhibitor inactive, TRPC6 act inactive, RGS4 inh inactive, MrgX1 agonist inactive, MrgX1 antagonist inactive, HIF act 0.3 and MrgX1 allo act inactive.
Screening CCOC(=O)c1c(C)[nH]c2ccc(O)cc12 returned RGS4 pot inactive, TRPC4 inh inactive, SKKanGAS inh -3.3, Platelet DG rel 1.8, TRPC6 inhibitor inactive, TRPC6 act inactive, RGS4 inh inactive, MrgX1 agonist inactive, MrgX1 antagonist inactive, HIF act 0.7 and MrgX1 allo act inactive.
`COC(=O)c1ccc(C(=O)Nc2ccc3c(c2)C(=O)NC3=O)cc1` gave RGS4 pot inactive, TRPC4 inh inactive, SKKanGAS inh 6.9, Platelet DG rel 3.8, TRPC6 inhibitor inactive, TRPC6 act inactive, RGS4 inh inactive, MrgX1 agonist inactive, MrgX1 antagonist inactive, HIF act 1.6 and MrgX1 allo act inactive.
`COc1cc(C(C)=O)ccc1OCC(O)CN1CCN(c2ccc(F)cc2)CC1` (centres undefined) gave RGS4 pot inactive, TRPC4 inh inactive, SKKanGAS inh -4.6, Platelet DG rel 1.5, TRPC6 inhibitor inactive, TRPC6 act inactive, RGS4 inh inactive, MrgX1 agonist inactive, MrgX1 antagonist inactive, HIF act 0.2 and MrgX1 allo act inactive.
For COc1ccc(/C=C/c2c(-c3ccc(OC)cc3)oc3ccccc23)cc1 the results were RGS4 pot inactive, TRPC4 inh inactive, SKKanGAS inh 12.5, Platelet DG rel 5.8, TRPC6 inhibitor inactive, TRPC6 act inactive, RGS4 inh inactive, MrgX1 agonist inactive, MrgX1 antagonist inactive, HIF act 1.0 and MrgX1 allo act inactive.
For CSCC[C@@H](Nc1nc(-c2ccccc2)nc2c1oc1ccccc12)C(=O)O the results were RGS4 pot inactive, TRPC4 inh inactive, SKKanGAS inh 10.8, Platelet DG rel -7.7, TRPC6 inhibitor inactive, TRPC6 act inactive, RGS4 inh inactive, MrgX1 agonist inactive, MrgX1 antagonist inactive and MrgX1 allo act inactive.
Cn1cccc1C(=O)N1CCN(c2cccc(C(F)(F)F)c2)CC1 was read as RGS4 pot inactive, TRPC4 inh inactive, SKKanGAS inh 5.2, Platelet DG rel 1.0, TRPC6 inhibitor inactive, TRPC6 act inactive, RGS4 inh inactive, MrgX1 agonist inactive, MrgX1 antagonist inactive, HIF act -0.2 and MrgX1 allo act inactive.
CCOC(=O)c1cccc(NC(=O)c2ccc(NC(=O)c3ccco3)cc2)c1 was read as RGS4 pot inactive, TRPC4 inh inactive, SKKanGAS inh 4.9, Platelet DG rel 1.3, TRPC6 inhibitor inactive, TRPC6 act inactive, RGS4 inh inactive, MrgX1 agonist inactive, MrgX1 antagonist inactive, HIF act -0.6 and MrgX1 allo act inactive.
For CSc1ccc(Cl)c(C(=O)N2CCOc3ccccc32)c1 the results were RGS4 pot inactive, TRPC4 inh inactive, SKKanGAS inh 16.1, Platelet DG rel 1.5, TRPC6 inhibitor inactive, TRPC6 act inactive, RGS4 inh inactive, MrgX1 agonist inactive, MrgX1 antagonist inactive, HIF act -0.8 and MrgX1 allo act inactive.
Screening COc1ccccc1NC(=O)C(C)OC(=O)CCNS(=O)(=O)c1ccc(C)c(C)c1 (centres undefined) returned RGS4 pot inactive, TRPC4 inh inactive, SKKanGAS inh -14.5, Platelet DG rel 7.1, TRPC6 inhibitor inactive, TRPC6 act inactive, RGS4 inh inactive, MrgX1 agonist inactive, MrgX1 antagonist inactive, HIF act -0.5 and MrgX1 allo act inactive.
C=CCSc1nc2c(cnn2-c2ccccc2)c(=O)n1N was read as RGS4 pot inactive, TRPC4 inh inactive, SKKanGAS inh 2.2, Platelet DG rel 15.9, TRPC6 inhibitor inactive, TRPC6 act inactive, RGS4 inh inactive, MrgX1 agonist inactive, MrgX1 antagonist inactive, HIF act 0.3 and MrgX1 allo act inactive.
COc1ccc(N(CC(O)CN2C(=O)NC(C)(C)C2=O)S(=O)(=O)c2ccc(C)cc2)cc1 (centres undefined) was read as RGS4 pot inactive, TRPC4 inh inactive, SKKanGAS inh -12.8, Platelet DG rel -4.1, TRPC6 inhibitor inactive, TRPC6 act inactive, RGS4 inh inactive, MrgX1 agonist inactive, MrgX1 antagonist inactive, HIF act 0.0 and MrgX1 allo act inactive.
Screening Cc1ccc(Cn2c(=O)c3c(nc4n3CCN4Cc3ccco3)n(C)c2=O)cc1 returned RGS4 pot inactive, TRPC4 inh inactive, SKKanGAS inh 4.4, Platelet DG rel -1.9, TRPC6 inhibitor inactive, TRPC6 act inactive, RGS4 inh inactive, MrgX1 agonist inactive, MrgX1 antagonist inactive, HIF act 2.6 and MrgX1 allo act inactive.
`CC(C)(C)NCc1cc(Br)ccc1OC1CCCC1` gave RGS4 pot inactive, TRPC4 inh inactive, SKKanGAS inh -23.7, Platelet DG rel 10.0, TRPC6 inhibitor -6.86*, TRPC6 act inactive, RGS4 inh inactive, MrgX1 agonist inactive, MrgX1 antagonist inactive, HIF act 0.0 and MrgX1 allo act inactive.
For CC(Sc1cccc2cccc(C(=O)O)c12)C(=O)O (centres undefined) the results were RGS4 pot inactive, TRPC4 inh inactive, SKKanGAS inh -1.7, Platelet DG rel -4.8, TRPC6 inhibitor inactive, TRPC6 act inactive, RGS4 inh inactive, MrgX1 agonist inactive, MrgX1 antagonist inactive, HIF act -0.1 and MrgX1 allo act inactive.
For Clc1ccc(SCCOCCN2CCCCC2)cc1 the results were RGS4 pot inactive, TRPC4 inh inactive, SKKanGAS inh -4.4, Platelet DG rel -12.5, TRPC6 inhibitor inactive, TRPC6 act inactive, RGS4 inh inactive, MrgX1 agonist inactive, MrgX1 antagonist inactive, HIF act 0.1 and MrgX1 allo act inactive.
CCOC(=O)N1CCN(c2ccc(C(=O)c3cccc(F)c3)cc2)CC1 was read as RGS4 pot inactive, TRPC4 inh inactive, SKKanGAS inh -17.3, Platelet DG rel -3.6, TRPC6 inhibitor inactive, TRPC6 act inactive, RGS4 inh inactive, MrgX1 agonist inactive, MrgX1 antagonist inactive and MrgX1 allo act inactive.
COc1cccc(/C=N/n2c(COc3ccccc3)n[nH]c2=S)c1 was read as RGS4 pot inactive, TRPC4 inh inactive, SKKanGAS inh 0.6, Platelet DG rel 2.0, TRPC6 inhibitor inactive, TRPC6 act inactive, RGS4 inh inactive, MrgX1 agonist inactive, MrgX1 antagonist inactive, HIF act 1.0 and MrgX1 allo act inactive.
Screening CC(=O)Nc1ccc(S(=O)(=O)NNC(=O)C2CCCCC2)cc1 returned RGS4 pot inactive, TRPC4 inh inactive, SKKanGAS inh 1.6, Platelet DG rel 8.7, TRPC6 inhibitor inactive, TRPC6 act inactive, RGS4 inh inactive, MrgX1 agonist inactive, MrgX1 antagonist inactive, HIF act -0.3 and MrgX1 allo act inactive.
Screening Cc1cc(NC(=O)CCN2C(=O)/C(=C/c3ccccc3F)SC2=S)no1 returned RGS4 pot inactive, TRPC4 inh inactive, SKKanGAS inh 8.4, Platelet DG rel 2.8, TRPC6 inhibitor inactive, TRPC6 act inactive, RGS4 inh inactive, MrgX1 agonist inactive, MrgX1 antagonist inactive, HIF act -0.2 and MrgX1 allo act inactive.
Nc1nc(N2CCCCC2)nc(N(c2ccccc2)c2ccccc2)n1 was read as RGS4 pot inactive, TRPC4 inh inactive, SKKanGAS inh -7.1, Platelet DG rel -31.7, TRPC6 inhibitor inactive, TRPC6 act inactive, RGS4 inh inactive, MrgX1 agonist inactive, MrgX1 antagonist inactive, HIF act -0.4 and MrgX1 allo act inactive.

Assay outcomes (PubChem)
